High-throughput results (PubChem BioAssay)
KLF5 inhibitor – KLF5 expression inhibitors, primary screen, DLD-1 cells, luminescence; inhibition, % at 5 µM; 290,000 tested, 0.23% active; DLD-1 KLF5 promoter-luciferase reporter;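 active = inhibition above a per-plate limit of that plate's mean compound inhibition plus 3 SD, cut at about 60% in these data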;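 note: 0% = DMSO wells and 100% = LY294002 at 200 µM; higher means less KLF5 promoter-driven luciferase light; inactives centre near -14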
HSF1 activator – HSF-1 activators, primary screen, NIH3T3-HGL cells, MG132 stress, luminescence, single point | NIH3T3-HGL HSF-1 luciferase reporter, 8 h; 100% = twice DMSO control signal | activation, % at 9 µM | 300,000 tested, 1.7% active | AID 504408, 2011;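 active = mean replicate activation of at least 50% with a set share of replicates each reaching 50%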;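 note: 0% = median of the neutral control wells and 100% = twice that signal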
IEC-6 tox – cytotoxicity in IEC-6 intestinal epithelial cells, primary screen, cytotoxicity control for KLF5 inhibitor project, cell-based, luminescence; IEC-6 cytotoxicity, luminescence viability; inhibition, % at 5 µM; 290,000 tested, 0.78% active; AID 1825, 2009; in the data active = inhibition above about 22%;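 note: 0% = plate median of test compound wells and 100% = cytotoxic reference compound wells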
HSF1 inhib – HSF1 inhibitors in luciferase reporter cells, primary screen, cell-based, NIH3T3, luminescence; 300,000 tested, 0.77% active; activity change, negative = inhibition, % at 7.5 µM (by protocol); NIH3T3-HGL HSE-luciferase, MG132-induced, luminescence 8 h; stronger effect = lower value;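 active = more than half of replicate wells show activity change below -50%, luminescence cut by over half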;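 note: luciferase reports HSF-1 transcriptional activity via heat shock element; 0% = median of DMSO wells and -100% = zero luminescence signal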
AI-2 QS modul – Vibrio harveyi AI-2 quorum sensing modulators, primary screen, JMH597 strain, luminescence/OD600 ratio; Vibrio harveyi JMH597 AI-2 luminescence/OD600 ratio, 9 h; stronger effect = lower value; strain lacks LuxN and CqsS sensors; 0 = neutral-control median; activity change, % at 7.5 µM; 300,000 tested, 0.4% active; AID 2094, 2009; in the data active = activity change below about -75%, passing the limit was not always enough;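 note: luminescence divided by OD600 gain over 9 h not by final OD600 alone; inactives centre near 13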
aSyn 5UTR inh – MLPCN primary screen, SNCA 5' untranslated region | AID 1813, 2009 | alpha-synuclein 5'UTR reporter, inhibitor activity | inhibition, % (tested at 7.5 µM) | 300,000 tested, 0.82% active; in the data active = inhibition above about 60%;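 note: H4 neuroglioblastoma cells stably carrying SNCA 5'UTR luciferase fusion; 0% = DMSO wells and 100% = positive control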
HDAC3 inhib – HDAC3 deacetylase inhibitors, primary screen, biochemical, fluorescence, cell-free homogeneous; AID 2718, 2010; recombinant HDAC3, fluorogenic peptide/trypsin coupled; 320,000 tested, 0.15% active; inhibition, % at 8.3 µM; in the data active = inhibition above about 26%, passing the limit was not always enough
Target sequence (O15379 whole entry, looked up): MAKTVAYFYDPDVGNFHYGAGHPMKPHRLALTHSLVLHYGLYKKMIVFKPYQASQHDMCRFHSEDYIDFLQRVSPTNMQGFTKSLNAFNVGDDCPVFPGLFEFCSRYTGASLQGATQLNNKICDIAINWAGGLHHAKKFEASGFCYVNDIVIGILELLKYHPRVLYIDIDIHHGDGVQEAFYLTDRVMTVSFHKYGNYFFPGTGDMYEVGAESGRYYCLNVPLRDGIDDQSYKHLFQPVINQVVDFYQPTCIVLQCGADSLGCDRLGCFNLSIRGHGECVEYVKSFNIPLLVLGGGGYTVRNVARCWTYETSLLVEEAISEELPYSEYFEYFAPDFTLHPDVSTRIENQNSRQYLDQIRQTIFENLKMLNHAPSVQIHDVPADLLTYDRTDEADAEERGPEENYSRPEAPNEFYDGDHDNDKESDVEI
HSP90 inh – HSP90 inhibitors, primary screen, cell lysate, luminescence. Rabbit reticulocyte lysate, luciferase refolding luminescence, 3 h. inhibition, % at 5.6 µM. 290,000 tested, 0.91% active. AID 1789, 2009;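 active = inhibition above the screen-wide mean plus 3 SD, computed separately per campaign, cut at about 16% in these data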;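 note: 0% = DMSO wells and 100% = 60 µM geldanamycin wells; inhibitors lower the luminescence because luciferase stays unfolded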
Platelet DG rel – inhibitors of platelet dense granule secretion, primary screen, cell-based, MLPCN, human platelets; 300,000 tested, 0.22% active; human platelet-rich plasma, SFLLRN dense granule ATP release, luminescence; inhibition, %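 (compounds screened at 7.5 µM in platelet-rich plasma)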;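 active = mean replicate score, as percent of positive control, at or above 50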
HIF act – HIF pathway transcriptional activators, primary screen, cell-based, U2OS HRE-luciferase, luminescence. 300,000 tested, 0.32% active. AID 1910, 2009. activation, % at 7.5 µM (by protocol). U2OS HRE-luciferase reporter; normalized: DMSO 0%, desferrioxamine 100%;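 active = mean activation of at least 10% of the iron chelator positive control signal, with at least half of replicates also reaching 10%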
An asterisk follows results filed as active; nt = no result given.

SMILES	KLF5 inhibitor	HSF1 activator	IEC-6 tox	HSF1 inhib	AI-2 QS modul	aSyn 5UTR inh	HDAC3 inhib	HSP90 inh	Platelet DG rel	HIF act
O=C(c1cc(-c2ccc(F)cc2)no1)N1CCN(Cc2ccc3c(c2)OCO3)CC1	9	4	0	-5	10	-23	-7	-5	-2	0.1
O=C1NC[C@H](c2ccccc2)N(CCc2cccc(F)c2)C1=O	nt	-10	nt	0	0	16	2	nt	-5	-0.2
CC(=O)Nc1ccc(C(=O)N/C(=C/c2ccccc2)C(=O)NCc2ccco2)cc1	-7	6	4	-12	nt	-8	0	-2	9	-0.7
Cc1ccc(OCc2nnc(SCC(=O)Nc3ccc(N4CCOCC4)cc3)o2)cc1	-3	6	-5	-3	nt	15	-4	-7	0	-0.5
N#C/C(=C/c1cccc([N+](=O)[O-])c1)C(=O)Nc1ccccc1O	-27	5	6	4	31	1	1	6	-5	-0.2
COc1ccc(/C=C(\C#N)c2nc3ccccc3[nH]2)cc1O	-154	85*	-5	60	9	-144	nt	-3	4	13*
CC(=O)Nn1c(-c2ccccc2)cc2ccccc21	-15	3	-2	-1	15	13	-11	-1	5	0.0
O=C(NN=C1CCCCCCC1)c1ccc2ccccc2n1	-7	1	4	-2	26	-33	1	-3	5	0.2
Cc1cccc(N2C(=S)NC3c4ccccc4OC2(C)C3C(=O)N(C)C)c1 (stereo not drawn)	-19	-20	0	-3	14	12	-2	0	2	-0.2
CCOc1ccccc1N1C(=O)CC(Nc2ccc(N3CCOCC3)cc2)C1=O (stereo not drawn)	-8	-5	0	-4	14	24	11	1	12	-0.2
COc1ccc(C2/C=C\CN(S(=O)(=O)c3cccc4cccnc34)CC(=O)N2Cc2ccc(F)cc2)cc1 (stereo not drawn)	nt	nt	nt	-1	36	13	3	nt	3	-0.4
CCCCn1nc2cc(C(=O)N(CC)c3ccc(OC)cc3)ccc2c1OCC	-36	-5	-6	-1	16	17	-14	-4	7	-0.7
Cc1nc(SCC(=O)NCc2ccc3c(c2)OCO3)c(C#N)c2c1CCCC2	1	14	-2	-3	14	-6	4	1	2	-0.6
O=C1c2ccccc2C(=O)C1c1ccccc1F	-30	3	2	-6	7	4	3	-1	7	-6.1
O=S(=O)(Nc1nc(-c2sccc2Cl)cs1)c1cc(Cl)ccc1Cl	19	28	-2	1	-21	-11	8	1	3	0.4
Cc1ccc(N2CCN(S(=O)(=O)c3c(C)nc4scc(C)n4c3=O)CC2)c(C)c1	-10	19	3	2	41	22	1	0	-6	-0.6
COc1ccc(/C=C/c2cccc[n+]2C)c(O)c1	-12	-13	3	-6	16	-6	8	3	2	-1.8
O=C(CSc1nnc(-c2ccc(F)cc2)o1)N1CCCCC1	-95	12	1	10	18	-88	2	-3	11	0.8
COc1ccc(-n2c(SC)nc3sc4c(c3c2=O)CCN(C)C4)cc1	-30	-1	0	-6	28	-2	nt	3	-2	0.0
CCCN1C(=O)C(O)(CC(=O)c2ccc3c(c2)OCCO3)c2ccccc21 (stereo not drawn)	-30	3	3	1	-2	-6	5	1	9	-0.3

Next section; it opens with the 2 that closed the last part.
SMILES	KLF5 inhibitor	HSF1 activator	IEC-6 tox	HSF1 inhib	AI-2 QS modul	aSyn 5UTR inh	HDAC3 inhib	HSP90 inh	Platelet DG rel	HIF act
COc1ccc(-n2c(SC)nc3sc4c(c3c2=O)CCN(C)C4)cc1	-30	-1	0	-6	28	-2	nt	3	-2	0.0
CCCN1C(=O)C(O)(CC(=O)c2ccc3c(c2)OCCO3)c2ccccc21 (stereo not drawn)	-30	3	3	1	-2	-6	5	1	9	-0.3
O=c1cc(Cn2ccnc2)c2cc3c(cc2o1)CCC3	9	3	-4	2	13	-31	6	-4	-2	-0.5
COCCCNC(=O)C(=O)N/N=C/c1cc2c(cc1Br)OCO2	4	24	-1	4	12	14	6	0	1	-0.5
CCc1ccc[n+](-c2[nH]c(=O)sc2/C=N/N=C(\[O-])CCn2c3ccccc3c3ccccc32)c1	2	-1	10	4	nt	-12	0	3	7	-0.4
CCOc1ccc(NC(=S)N2CCC(c3nc4ccccc4[nH]3)CC2)cc1	16	-6	3	-6	0	32	8	1	9	-0.6
O=C(Nc1ccc(O)c2c(=O)cc(-c3ccccc3Cl)oc12)c1ccc(Cl)cc1Cl	nt	11	nt	-6	13	4	2	nt	3	-0.3
COc1ccc(OCC(=O)NC(=O)c2ccccc2OC)c([N+](=O)[O-])c1	nt	-11	nt	1	5	9	5	nt	-1	1.8
CC(C)(C)c1cn(-c2ccc(Cl)cc2)c(=S)[nH]1	-35	9	-3	7	13	-35	-2	4	-1	0.9
C=CCn1c(C)cc(C(=O)CSc2nc3ccccc3o2)c1C	-31	24	-7	14	20	-137	1	4	-4	2.3
Cc1cc(C(=O)CSc2nnc(-c3ccc(OC(F)F)cc3)o2)c(C)n1Cc1cccs1	-8	2	0	-3	7	9	-2	3	-6	-0.2
COc1ccc(CCNC(=O)c2cnn3ccccc23)c(OC)c1OC	3	2	3	0	10	-2	-13	2	-22	0.8
CCN1CCc2c(sc(N)c2C(N)=O)C1	-7	3	0	1	17	15	-2	2	0	-0.3
COc1ccc(NC(=O)CN(c2ccc(OC)c(Cl)c2)S(=O)(=O)c2ccccc2)c(OC)c1	16	10	3	7	9	33	14	4	-6	0.4
O=C(Nc1cc(=O)[nH]c2nc(-c3ccccc3)nn12)c1ccccc1Cl	9	-6	3	-2	15	11	-3	-2	-3	-0.4
CCOC(=O)c1ccc(NC(=O)COc2cc(=O)n(CC)c3ccccc23)cc1	-9	-3	5	0	28	-27	3	-2	-2	0.1
COc1cc(/C=C2\C(=O)N(c3ccccc3)N=C2C)ccc1Oc1ccc([N+](=O)[O-])cc1[N+](=O)[O-]	-27	nt	4	nt	nt	nt	4	3	nt	nt
CC(C)Cc1n[nH]c(=O)[nH]1	-2	-7	-1	-2	11	9	2	1	-12	0.3
CC(OC(=O)CCc1c[nH]c2ccccc12)C(=O)c1ccccc1 (stereo not drawn)	-7	-8	-3	12	-2	-10	6	1	-5	-0.9
CCN1CCn2c3c(c4cc(C)ccc42)CCCC31 (stereo not drawn)	-10	9	-2	8	16	-19	1	0	-4	0.3
CCOc1ccc2[nH]c(=O)c(CN(CCN3CCCC3)C(=S)Nc3ccccc3OC)cc2c1	-49	-6	-8	-1	23	-8	-10	-2	2	-0.2
O=C(CC1NCCNC1=O)NC1Cc2ccccc2C1 (stereo not drawn)	-4	-6	4	-4	-5	-6	1	0	-15	-2.5
Cc1nn(C)c(Sc2ccccn2)c1[N+](=O)[O-]	-26	0	-2	-4	17	-87	-1	0	9	-0.3
COc1ccccc1NC(=O)C1CCN(C(=O)c2ccco2)CC1	-18	1	-3	2	9	9	0	1	-5	1.2
O=C(NC1CCCc2ccccc21)c1ccccn1 (stereo not drawn)	-17	-5	0	1	18	10	-3	-3	3	-2.6
COc1cccc(NC(=O)COc2coc(CN3CCc4ccccc4C3)cc2=O)c1	nt	13	nt	-3	9	-10	nt	nt	13	0.1
O=C(Nc1ccccc1)c1ccccc1NS(=O)(=O)c1ccc(Cl)s1	-22	-10	6	-3	19	-2	6	0	3	0.1
CC1(C)Cc2c(c(N3CCOCC3)nc3sc4c(=O)[nH]cnc4c23)CS1	-44	20	-2	9	33	36	-3	-2	3	0.4
Cc1ccc(S(=O)(=O)N(C)c2ccccc2C(=O)Nc2ccc(F)cc2F)cc1	-12	-16	0	-3	19	11	3	-4	-3	-0.4
COCc1ccc(C(=O)N2CCCC(Nc3ccc(C(C)C)cc3)C2)s1 (stereo not drawn)	-39	7	0	-7	27	-4	6	-5	13	0.3
Cc1ccnc(NC(=O)CNC(=O)COc2ccccc2)c1	nt	13	nt	0	-6	-51	nt	nt	0	2.2
COc1c(O)cc2oc(-c3ccc(O)c(O)c3)cc(=O)c2c1O	nt	39	nt	19	61	-140	6	nt	-2	0.8
Clc1ccc(/C=N/NC(=Nc2ccccc2)c2ccccn2)c(Cl)c1	-110	46	-6	23	-1	-82	4	-4	13	1.8
Cn1c(N2CCN(S(=O)(=O)c3ccc(Cl)cc3)CC2)nc2ccccc21	-18	7	-2	11	13	33	1	3	6	-0.2
O=C(CSc1nc2ccccc2s1)NC1CCCC1	-4	-8	1	-5	11	-58	4	-4	-23	0.5
C/C(=N\NC(=O)c1ccc(Cl)c(Cl)c1)c1cccc(NC(=O)C(C)C)c1	10	14	2	3	19	-20	5	3	-4	0.2
COCCNC(=O)Cn1cc(/C=N/NC(=O)c2ccc(Oc3ccc(O)cc3)cc2)c2ccccc21	12	-6	8	1	8	6	5	-2	-2	-0.1
CCOC(=O)C1=C(c2ccccc2)OC(N)=C(C#N)C1c1ccncc1 (stereo not drawn)	-13	-9	3	4	25	15	-11	0	-5	-0.2
C=CCNCCCCOc1ccc(OCC)cc1	0	39	0	2	24	-23	-3	5	-6	-29
Cc1cc(C(=O)Nc2ccc(F)c(Cl)c2)on1	-36	7	-3	-5	22	-7	4	-1	2	0.9
COc1ccc(C2Nc3ccccc3C(=O)N2Cc2ccco2)cc1COc1ccc(NC(C)=O)cc1 (stereo not drawn)	-11	58*	7	37	44	7	-24	2	-2	-23
COc1ccc(OCCN2C(=O)NC(C)(c3ccc(C)cc3)C2=O)cc1 (stereo not drawn)	0	4	-9	4	29	15	3	-2	0	-0.4
Cc1cccc(NC(=O)c2ccc(Cl)c(S(=O)(=O)N3CCCC3)c2)n1	-53	0	4	0	4	-68	5	1	5	0.2
O=C(NNC(=O)c1sccc1-n1cccc1)c1cccs1	20	nt	4	nt	6	nt	0	1	18	nt
CC(C)(C)c1ccc(C(=O)N2CCN(CCNC(=O)C(=O)Nc3ccc(F)cc3)CC2)cc1	-11	3	-2	12	6	5	0	0	13	0.4
O=C(C1CCN(S(=O)(=O)c2ccccc2)CC1)N1CCCCC1	-14	4	4	-5	24	-6	-2	2	-34	-0.4
Cc1ccccc1-c1nc(CN2CCC(C(=O)NCCCN3CCOCC3)CC2)c(C)o1	-1	-3	4	2	11	-16	-2	3	-2	-0.7
O=C(Cc1ccccc1[N+](=O)[O-])NCCSCc1c(F)cccc1Cl	-40	12	1	26	3	-5	4	2	-1	1.1
CCOc1cccc(NC(=O)CSc2nc(C)c3c(c2C#N)CCCC3)c1	3	1	-7	5	21	22	-1	-5	-2	0.3
Cc1c(C)c2cc(Cl)c(O)c(CN3CCCC(C)C3)c2oc1=O (stereo not drawn)	-65	-2	-5	-5	3	-22	-262	0	11	0.0
Cc1ccc(C)c(NC(=O)CN(C)C(=O)COc2ncnc3sccc23)c1	-30	6	2	3	9	17	-7	-2	19	0.5
Cc1cccc(CN2CCN(Cc3ccc4nonc4c3)CC2CCO)n1 (stereo not drawn)	-24	-4	0	4	16	5	-3	1	1	-0.3
Cc1sc2ncn(CC(=O)NCCCC(=O)N3CCN(c4ccccc4F)CC3)c(=O)c2c1C	-49	11	-5	3	36	-12	2	-3	-2	-0.3
